# DRD3 agonist: qHTS of D3 Dopamine Receptor Agonist: qHTS | D3R DiscoveRx beta-arrestin cells, luminescence, 90 min | AID 652048, 2013 | D(3) dopamine receptor (Homo sapiens), P35462 | max activation, % | 410,000 compounds, 0.58% hits; in the data active = max activation above about 30%; note: 0% is about no effect; mostly tested at two doses, the higher about 12 µM
# Target sequence (P35462 whole entry, looked up): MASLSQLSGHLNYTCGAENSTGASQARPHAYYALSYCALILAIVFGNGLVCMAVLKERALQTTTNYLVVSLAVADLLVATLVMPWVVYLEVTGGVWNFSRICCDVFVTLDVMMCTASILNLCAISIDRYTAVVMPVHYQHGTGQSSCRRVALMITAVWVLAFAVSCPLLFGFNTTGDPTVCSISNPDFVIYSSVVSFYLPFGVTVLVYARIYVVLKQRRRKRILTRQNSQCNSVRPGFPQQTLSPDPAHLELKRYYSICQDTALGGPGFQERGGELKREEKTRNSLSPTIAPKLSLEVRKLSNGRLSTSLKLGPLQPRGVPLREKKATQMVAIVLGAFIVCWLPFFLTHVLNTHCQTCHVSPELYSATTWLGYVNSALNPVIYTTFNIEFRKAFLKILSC
#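 Cells at 1500/well, incubated overnight, then treated with pinned compounds (dopamine as control) for 90 min at 37 degrees C. DiscoveRx reagent added for 30 - 60 minutes at room temperature; luminescence read.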
# KB-3-1 cytotox: qHTS assay for MDR1-selective chemotherapeutics: Primary screen using the parental adenocarcinoma cell KB-3-1; AID 1347075, 2019; Potency, µM (top dose mostly 46.1 µM), inactives show at the top dose activity change, negative = cytotoxic, actives largely listed as cytotoxic; KB-3-1 viability, CellTiter-Glo ATP luminescence, 72 h; 400,000 compounds, 1.4% hits; note: potency is the fitted concentration of half-maximal effect; % is set by controls: 0 for no effect and ±100 for the full control effect; nearly all actives have a fitted effect of over 60% in size
#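 KB-3-1 cells, DMEM (no phenol red) + 10% FBS; compound by pin transfer, 72 h, 37 °C. Readout: CellTiter-Glo luminescence after 10 min. Data normalized, curve-fitted.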
# HT1080-NT tox: qHTS for induction of synthetic lethality in tumor cells producing 2HG: qHTS for the HT-1080-NT fibrosarcoma cell line | HT-1080-NT fibrosarcoma viability, CellTiter-Glo ATP luminescence, 48 h | Potency, µM (series often up to 46.1 µM), inactives show at the top dose activity, negative = less viability, actives largely listed as cytotoxic | 360,000 compounds, 1.6% hits;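 note: NT is the 2HG producing partner of a matched IDH1 knockdown line; potency is the fitted concentration of half-maximal effect; 0% = DMSO-treated cells and -100% = media-only wells without cells; nearly all actives have a fitted effect of over 55% in size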
#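 Viability by CellTiter-Glo luminescence after 48 h compound exposure at 37C of HT-1080-NT cells (750/well, RPMI, 5% FBS). % activity scaled between DMSO wells and medium-only wells, then curve-fitted and categorized by curve class.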
# D3 antag: qHTS of D3 Dopamine Receptor Antagonist: qHTS | D(3) dopamine receptor (Homo sapiens), P35462 | D3R cells, DiscoveRx beta-arrestin luminescence, antagonist mode; active compounds read low | max response, negative = inhibition, % | 360,000 compounds, 2.5% hits; in the data active = max response below about -50%; inconclusive = no clear call, values can overlap the other calls; note: % is set by controls: 0 for no effect and ±100 for the full control effect; mostly tested at two doses, the higher about 12 µM
#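 Cells expressing the human receptor were seeded at 1500 cells/well, incubated overnight at 37 degrees C in 5% CO2, then exposed to library compounds with dopamine controls for 90 minutes at 37 degrees C before luminescent detection.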
# IL-1B inflam inh: qHTS for Inhibitors of Inflammasome Signaling: IL-1-beta AlphaLISA Primary Screen. THP-1 LPS/ATP IL-1B secretion, AlphaLISA, 16 h; active compounds read low. activity change, % at 57.5 µM. 360,000 compounds, 4.7% hits; in the data active = activity change below about -50%; inconclusive = mostly about -30% to -49%; note: % is set by controls: 0 for no effect and ±100 for the full control effect
#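 THP-1 cells pretreated 1 hr with compounds (up to 57.5 uM final), then stimulated with LPS (250 ng/mL final) plus ATP (1.25 mM final); secreted IL-1B measured by AlphaLISA after 16 hr, decreased signal indicating inhibition.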
# KB-V1 cytotox: qHTS assay for MDR1-selective chemotherapeutics: Primary screen using the drug-selected MDR subline cells KB-V1; KB-V1 MDR cells viability, CellTiter-Glo, 72 h; Potency, µM (series often up to 46.1 µM), without a hit: at the top dose activity change, negative = cytotoxicity, most hits filed as cytotoxic; 400,000 compounds, 3.4% hits; AID 1347076, 2019; note: potency is the fitted concentration of half-maximal effect; % is set by controls: 0 for no effect and ±100 for the full control effect; nearly all actives have a fitted effect of over 60% in size
#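 In this primary screen, KB-V1 cells overexpressing P-gp are incubated with library compounds (lowest to highest concentration) for 72 h at 37 degrees C before a luminescent ATP viability read.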
# SW480 rereplic: A quantitative high throughput screen for small molecules that induce DNA re-replication in SW480 colon adenocarcinoma cells; SW480 DNA re-replication, Hoechst DNA content imaging, 48 h; Potency, µM (doses to about 46.1 µM), for the others: top-dose re-replication activation, most hits filed as activators; AID 624297, 2012; 340,000 compounds, 1.8% hits; note: potency is the fitted concentration of half-maximal effect; % of control where 0% means no effect; nearly all actives have a fitted effect of over 55% in size
#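 250 cells/well; 23 nL cpd via pin tool; 48 hr, 37 C, 5% CO2; Hoechst 40 min; imager read of total nuclear intensity, ex 405/em 500-530 nm.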
# GLP-1R agonist: qHTS of GLP-1 Receptor Agonists | Potency, µM (series often up to 45.6 µM), without a hit: top-dose activation, hits mostly activators | HEK293 GLP-1R CRE-luciferase, luminescence, 4-6 h; cells express a hypersensitive GLP-1R form | 380,000 compounds, 0.007% hits | Glucagon-like peptide 1 receptor (Homo sapiens), P43220 | AID 624172, 2012; note: potency is the fitted concentration of half-maximal effect; % of control where 0% means no effect
# Target sequence (P43220 whole entry, looked up): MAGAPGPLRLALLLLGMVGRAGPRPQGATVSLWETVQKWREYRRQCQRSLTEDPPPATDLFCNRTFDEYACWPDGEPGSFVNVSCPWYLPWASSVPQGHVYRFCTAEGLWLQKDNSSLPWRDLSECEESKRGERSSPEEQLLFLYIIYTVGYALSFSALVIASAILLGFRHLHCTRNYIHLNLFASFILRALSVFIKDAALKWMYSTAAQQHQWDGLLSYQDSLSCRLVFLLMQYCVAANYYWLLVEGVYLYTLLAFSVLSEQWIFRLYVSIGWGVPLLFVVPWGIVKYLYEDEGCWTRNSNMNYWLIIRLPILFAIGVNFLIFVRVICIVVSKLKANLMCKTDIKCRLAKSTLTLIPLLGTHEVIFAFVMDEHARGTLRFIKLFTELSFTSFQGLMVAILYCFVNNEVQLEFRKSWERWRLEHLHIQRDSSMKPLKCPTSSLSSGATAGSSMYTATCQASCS
# HT1080 IDH1KD tx: qHTS for induction of synthetic lethality in tumor cells producing 2HG: qHTS for the HT-1080-IDH1KD cell line; HT-1080 IDH1 knockdown viability, ATP luminescence, 48 h; Potency, µM (series often up to 46.1 µM), inactives show top-dose activity, negative = toxicity, hits mostly cytotoxic; 360,000 compounds, 2% hits;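 note: potency is the fitted concentration of half-maximal effect; 0% = DMSO wells and -100% = cell-free medium wells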
#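 Luminescent ATP read-out (CellTiter-Glo, 10 min at room temperature) after 48 h compound exposure at 37 °C gave viability of IDH1-knockdown HT-1080 cells. Activity was normalised to DMSO and cell-free wells, then fitted as concentration-response curves.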
# * marks the source's active call; other numbers are inactive results; i = inactive; ? = inconclusive; / = no result given; [ ] = remark or other dose. Unless noted, calls come from the whole dose curve; as a rule, active = well fitted curve in the direction sought with a large enough effect; inconclusive = small, poorly fitted or top-dose-only effect, or another doubt; inactive = no such curve, though single readings can be large; an effect the other way counts as inactive or inconclusive.
No. | SMILES | D3 antag | HT1080-NT tox | KB-V1 cytotox | HT1080 IDH1KD tx | GLP-1R agonist | DRD3 agonist | KB-3-1 cytotox | SW480 rereplic | IL-1B inflam inh
1 | CCOc1cc(C2C(C(=O)c3ccco3)=C(O)C(=O)N2CCc2ccccc2)ccc1O (configuration not stated) | -25 | 2% | -6% | -10% | -2% | 1 | -2% | -4% | -13
2 | Fc1ccc2c(Cl)c(-c3nnc(-c4cccs4)o3)sc2c1 | 3 | 5% | -2% | 2% | -1% | 2 | -20% | -5% | 91
3 | COc1ccc(/C(O)=C2\C(=O)C(=O)N(Cc3ccco3)C2c2ccc(OC)cc2OC)cc1 (configuration not stated) | -20 | -1% | -14% | -2% | 5% | -2 | -4% | 3% | -9
4 | Cc1cccc(-n2ccnc2SCC(=O)Nc2cccc3ccccc23)c1C | / | / | 17% | / | 14% | -2 | 15% | / | /
5 | O=C(NC(=S)NCC1CCCO1)c1ccco1 (configuration not stated) | -11 | 11% | 3% | 8% | 2% | 3 | -3% | 2% | 3
6 | c1ccc(CCn2cccc2)nc1 | 18 | 0% | 0% | 20% | -6% | 1 | -1% | 0% | -2
7 | C#CCN(C(=O)c1cc(COc2ccc(C)c(C)c2)on1)C1CCCCC1 | 1 | -1% | ? | 2% | 9% | 9 | -17% | -6% | i
8 | COc1ccc(CCN(C)C(=O)CSc2nnnn2C)cc1OC | 26 | 3% | ? | 1% | 14% | 0 | 6% | 14% | 0
9 | CCCCN1C(=N)N([C@@H](C)CN2CCC[C@H]2CN2C(N)=NC[C@H]2CC(C)C)C[C@H]1[C@H](C)CC | 18 | 7% | -12% | 1% | 8% | -8 | 0% | -6% | 0
10 | Cc1ccc(Oc2ncccc2C(=O)NC2CCSC2=O)cc1 (configuration not stated) | 6 | -1% | -2% | 2% | 14% | 1 | 1% | ? | -15
11 | COc1ccc(CNc2nc(NCc3ccc(OC)cc3)n(C(C)=O)n2)cc1 | -10 | 4% | 18% | 2% | 1% | 3 | 0% | -11% | 0
12 | O=S(=O)(c1c(Cl)cc(Br)cc1Cl)N1CCN(C(=S)NC2CC2)CC1 | 4 | -10% | -18% | -6% | 13% | -1 | 0% | 0% | -85*
13 | CCOCCc1nnc(NC(=O)CSc2ccccc2)s1 | 1 | 5% | 6% | 0% | -13% | 0 | ? | -9% | 0
14 | COc1ccc(C2CC(=O)C(C=NCCO)=C(O)C2)cc1OC (configuration not stated) | 10 | 11% | 10% | -20% | 13% | 4 | 14% | 3% | 21
15 | CCC(=O)NC1OC(CO)C(O)C(O)C1O (configuration not stated) | -8 | 15% | -10% | 3% | 4% | -2 | 0% | -9% | -11
16 | CC(=O)c1ccc(NC(=O)C2CCCN(S(=O)(=O)c3cccc4nonc34)C2)cc1 (configuration not stated) | 0 | -1% | 24% | 0% | 15% | 0 | 0% | 2% | -7
17 | CCN(CC)CCn1c(=S)[nH]c2cc(Cl)ccc2c1=O | -12 | 18µM* | 28% | ? | 7% | -10 | -1% | 16% | -4
18 | CC(C)NC(=O)c1ccc2c(c1)N(CC(=O)N1CCOCC1)C(=O)C(C)(C)O2 | 6 | 1% | 18% | 1% | 1% | 0 | 13% | 1% | 3
19 | Cn1nc(C(=O)Nc2cccc(S(N)(=O)=O)c2)c2ccccc2c1=O | -2 | 17% | 1% | 14% | 18% | 1 | -1% | -7% | 3
20 | COc1ccc(C2(c3ccc(OC)cc3)NC(=O)N(CC(=O)NC3CCS(=O)(=O)C3)C2=O)cc1 (configuration not stated) | 7 | 5%[9.24 µM] | 21% | 2% | -4% | 6 | -5% | -20% | -2
21 | O=C1C=CC(=O)N1Cc1ccccn1 | -5 | 24% | 4% | 23% | 2% | 2 | -2% | -12% | -3
22 | COc1ccc(CC2(CO)CCN(Cc3nc(C(C)C)cs3)CC2)cc1 | 1 | -1% | ? | 0% | 7% | 1 | 4% | -1% | 14
23 | S=C1NCCOCCOCCOCCOCCNC(=S)N2CCOCCOCCN1CCOCC2 | 4 | 24% | -2% | 18% | 0% | 9 | 12% | 0% | 15
24 | CCOC(=O)c1ccc2c(c1)nc(-c1ccc(F)cc1)c1nccn12 | 5 | 14% | 20% | 24% | 8% | 3 | 10% | 1% | 13
25 | CN(CCCn1cnc2c(OCc3ccccc3)ncnc21)CCc1ccccn1 | -15 | 1% | -4% | -5% | 9% | -4 | 0% | -6% | 6
26 | O=C1N=C(N2CCCCC2)S/C1=C\c1cn[nH]c1-c1ccccc1 | 3 | 7% | 9% | 0% | -1% | -12 | -1% | 0% | 4
27 | Cc1cc(C)c(C#N)c(SCCS(=O)(=O)c2ccc(C(C)(C)C)cc2)n1 | -1 | 2% | -21% | -22% | -1% | -1 | 1% | 0% | -19
28 | Fc1ccccc1NC(=S)NCc1ccccc1 | 5 | 2% | -3% | 5% | 2% | -3 | 1% | -2% | 19
29 | Cc1ccc(S(=O)(=O)CCN2CCN(c3ccccc3)CC2)cc1 | -2 | 29% | -5% | 7% | 0% | 1 | 7% | -6% | -19
30 | Cn1c(CNC(=O)c2ccco2)nnc1SCC(=O)Nc1ccc(Br)cc1F | 13 | 4% | -20% | 7% | 11% | -9 | 19% | -12% | 88

# A draw from above in order of count of non-hydrogen atoms, smallest number first.
No. | SMILES | D3 antag | HT1080-NT tox | KB-V1 cytotox | HT1080 IDH1KD tx | GLP-1R agonist | DRD3 agonist | KB-3-1 cytotox | SW480 rereplic | IL-1B inflam inh
28 | Fc1ccccc1NC(=S)NCc1ccccc1 | 5 | 2% | -3% | 5% | 2% | -3 | 1% | -2% | 19
13 | CCOCCc1nnc(NC(=O)CSc2ccccc2)s1 | 1 | 5% | 6% | 0% | -13% | 0 | ? | -9% | 0
24 | CCOC(=O)c1ccc2c(c1)nc(-c1ccc(F)cc1)c1nccn12 | 5 | 14% | 20% | 24% | 8% | 3 | 10% | 1% | 13
11 | COc1ccc(CNc2nc(NCc3ccc(OC)cc3)n(C(C)=O)n2)cc1 | -10 | 4% | 18% | 2% | 1% | 3 | 0% | -11% | 0
20 | COc1ccc(C2(c3ccc(OC)cc3)NC(=O)N(CC(=O)NC3CCS(=O)(=O)C3)C2=O)cc1 (configuration not stated) | 7 | 5%[9.24 µM] | 21% | 2% | -4% | 6 | -5% | -20% | -2
23 | S=C1NCCOCCOCCOCCOCCNC(=S)N2CCOCCOCCN1CCOCC2 | 4 | 24% | -2% | 18% | 0% | 9 | 12% | 0% | 15

# The results go on:
No. | SMILES | D3 antag | HT1080-NT tox | KB-V1 cytotox | HT1080 IDH1KD tx | GLP-1R agonist | DRD3 agonist | KB-3-1 cytotox | SW480 rereplic | IL-1B inflam inh
31 | CCn1cc(C(=O)NCCCN2CCCC(C)C2)c(=O)c2cc(S(=O)(=O)N3CCc4ccccc4C3)ccc21 (configuration not stated) | -2 | ? | 3% | 21µM* | 11% | -17 | ? | 10% | -104*
32 | COC(=O)CSc1nnc(CNC(=O)Cc2ccccc2)n1-c1ccccc1OC | -25 | 0%[9.24 µM] | 10% | -16% | 0% | -27 | 5% | 1% | -11
33 | O=C(NNC1CC(=O)N(c2ccccc2)C1=O)c1ccc(COc2ccccc2Cl)o1 (configuration not stated) | -13 | 2% | 1% | -1% | 3% | -2 | -7% | -2% | -19
34 | Clc1ccc(-c2cc(COc3ccccc3)no2)cc1Cl | 20 | -3% | -26% | -7% | -2% | 0 | 1% | ? | 17
35 | Fc1cccc(-c2cc3nc(-c4ccccc4)cc(N4CCC5(CC4)OCCO5)n3n2)c1 | -7 | -11% | -20% | -15% | -10% | 2 | 0% | 16% | -14
36 | Cc1ccc(S(=O)(=O)CC(=O)Nc2cc(C)on2)cc1 | 4 | -1% | 3% | 8% | 1% | 0 | 7% | -2% | 20
37 | O=C(CSC1CN(C(c2ccccc2)c2ccccc2)C1)N/N=C/c1ccc(Cl)cc1Cl | 0 | 0% | -18% | 3% | 10% | 1 | 1% | -3% | 0
38 | O=S(=O)(c1ccc(F)c(F)c1)N1CCN(c2ncccn2)CC1 | 4 | 5% | 0% | 12% | -8% | 2 | 3% | -3% | -7
39 | COC(=O)c1cc(C)sc1NC(=O)C1CC(=O)NN1Cc1ccccc1 (configuration not stated) | -6 | -5% | 3% | -4% | 22% | -1 | 1% | 1% | 10
40 | CCOC(=O)C1=C(COC(=O)/C=C/c2cc(Br)ccc2F)NC(=O)NC1C (configuration not stated) | -3 | -1% | 14% | -2% | 8% | -22 | 0% | 0% | 10
41 | COc1ccccc1C1NC(=O)NC(C)=C1C(=O)OC1CCC(C)CC1 (configuration not stated) | 8 | 0% | -7% | 0% | 13% | 0 | 13% | -1% | -13
42 | Cc1nc(N)nc(COc2ccccc2)n1 | 23 | 1% | 0% | 3% | 5% | 7 | 6% | -12% | -8
43 | Cc1ccc(S(=O)(=O)Nc2ccc(N(C)C)cc2)cc1 | 0 | -7% | -7% | -3% | 9% | -4 | ? | -52%[inhibitor] | -21
44 | Cc1ccc(Cl)cc1N1CCN(C(=O)Cn2ncn3cccc3c2=O)CC1 | -19 | -20% | ? | -8% | -3% | -1 | -26% | 2% | 8
45 | CSc1oc(-c2ccco2)nc1S(=O)(=O)c1ccccc1 | 7 | -13% | -28% | 0% | 21% | -4 | -2% | -14% | -1
46 | Cc1ccc(S(=O)(=O)NNC(=S)NCC2CCCO2)cc1 (configuration not stated) | -16 | 0% | -8% | -9% | 0% | -1 | -4% | -24% | -13
47 | Cc1ccc(/C=C/C(=O)OCC(=O)c2ccc3c(c2)NC(=O)CO3)o1 | -12 | -4% | -25% | -7% | 11% | 4 | 15% | -4% | 13

# Screening data from PubChem.
